TAAR1 agonist: human TAAR1 agonism; activation, % at 3 µM; 0.99% of 360,000 active; CHO RD-HGA16 TAAR1, Fluo-8 calcium fluorescence; vehicle wells 0%, saturating PEA agonist 100%;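 active = activation above the mean activation of all test compounds in the run plus 3 SD, cut at about 38% in these data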
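Assay system: CHO-derived RD-HGA16 cells with stable Gα16 and human TAAR1; timing: 17-24 h seeding, 75 min 37 °C dye, 30 min RT; read-out: % activation from peak over basal fluorescence ratio, DMSO-to-PEA scaled; measured by: kinetic Fluo-8 calcium fluorescence; benchmarks: low control DMSO, high control PEA (EC100); doses: 3 µM single concentration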
CHO parental Ca: counter-screen: ATP calcium response change in parental CHO cells. parental CHO-K1, ATP-induced calcium, Fluo-8 fluorescence. inhibition, % at 5.6 µM. 0.63% of 330,000 active;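 active = inhibition above that plate's mean sample inhibition plus 3 SD, cut at about 26% in these data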;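 note: 0% = ATP-challenged DMSO wells and 100% = DMSO wells without ATP; some compounds past the cut are filed as inactive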
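material = parental CHO cells | also added = ATP as calcium-mobilizing challenge | dosing = single point at 5.6 µM | detection = intracellular calcium via Fluo-8 no-wash fluorescent dye | read-out = % inhibition | benchmarks = low control ATP plus DMSO, high control DMSO only | repeats = one well per compound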
CHO-K1 Ca antag: M1 antagonist counterscreen hit in parental CHO-K1 cells; ATP-induced calcium, Fluo-8 fluorescence; AID 602250; inhibition, % at 3 µM; 0.6% of 360,000 active;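 active = inhibition above a per-plate cutoff, the plate's mean sample inhibition plus 3 SD, cut at about 24% in these data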;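 note: 0% = DMSO plus EC80 ATP and 100% = DMSO alone without ATP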
M1 antag: blocks human M1 muscarinic receptor; 1.3% of 360,000 active; P11229; CHO-K1 hM1, Fluo-8 calcium fluorescence, ACh EC80 antagonist; inhibition, % at 3 µM;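 active = percent inhibition above its own plate's cutoff, namely the mean of that plate's compound wells plus 3 SD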;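 note: peak over basal fluorescence ratio during 140 s after agonist addition; 0% = ACh EC80 plus DMSO and 100% = DMSO alone without agonist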
Target sequence (P11229 whole entry, looked up): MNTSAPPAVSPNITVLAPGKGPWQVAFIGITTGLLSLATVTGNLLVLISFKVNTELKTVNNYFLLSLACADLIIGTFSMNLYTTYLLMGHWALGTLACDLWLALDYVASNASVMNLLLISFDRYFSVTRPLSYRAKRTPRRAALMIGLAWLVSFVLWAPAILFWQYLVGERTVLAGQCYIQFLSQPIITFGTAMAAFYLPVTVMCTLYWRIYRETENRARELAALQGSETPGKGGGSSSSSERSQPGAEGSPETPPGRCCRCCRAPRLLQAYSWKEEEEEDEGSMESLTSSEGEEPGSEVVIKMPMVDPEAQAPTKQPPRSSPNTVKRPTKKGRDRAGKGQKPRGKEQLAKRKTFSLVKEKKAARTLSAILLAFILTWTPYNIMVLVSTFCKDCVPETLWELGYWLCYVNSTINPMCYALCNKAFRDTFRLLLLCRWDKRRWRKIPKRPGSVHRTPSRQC
M1 ag: human M1 muscarinic receptor agonism; CHO-K1 hM1, Fluo-8 calcium fluorescence, agonist mode; 0% DMSO, 100% acetylcholine EC100; activation, % at 3 µM; 0.33% of 360,000 active;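 active = activation above the run's mean compound activation plus 3 SD, cut at about 16% in these data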;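 note: peak over basal fluorescence ratio within a 140 s kinetic read after compound addition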
CHO-K1 Ca PAM: counter-screen for M1 PAMs: effect in parental CHO-K1 cells; ATP EC20, Fluo-8 calcium fluorescence; 0% at ATP EC20, 100% at ATP max; activation, % at 3 µM; 0.02% of 360,000 active;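 active = activation above the run cutoff, the mean activation of all test compounds plus 3 SD, cut at about 40% in these data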;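 note: peak over basal fluorescence ratio in a 140 s read after ATP addition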
CHRM1 PAM: positive allosteric modulators of human M1 muscarinic receptor | AID 588819 | CHO-K1 hM1, Fluo-8 calcium fluorescence, ACh EC20; 0% = ACh EC20, 100% = maximal ACh | activation, % at 3 µM | 0.088% of 360,000 active | P11229; in the data active = activation above about 19%, passing the limit was not always enough
M1 ag parental: counter-screen for M1 agonists: effect in parental CHO-K1 cells. Fluo-8 calcium fluorescence; scaled to maximal ATP response, vehicle zero. activation, % at 3 µM. 0.48% of 360,000 active. AID 602248; in the data active = activation above about 15%;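 note: untransfected CHO-K1 host cells lacking M1 receptor as counterscreen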
TAAR1 antag: human TAAR1 antagonism | Q96RJ0 | CHO RD-HGA16 TAAR1, Fluo-8 calcium fluorescence, antagonist | inhibition, % at 3 µM | 1.5% of 360,000 active;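 active = inhibition above a per-plate cutoff, the mean inhibition of test compounds on that plate plus 3 SD, cut at about 49% in these data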;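 note: 0% = DMSO plus EC80 beta-PEA response and 100% = DMSO alone without agonist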
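Test system: CHO RD-HGA16 cells bearing hTAAR1 | Reagent: β-PEA, EC80 | Compound dosing: 3 µM, single point | Schedule: Dye loading 75 min at 37 °C, then 30 min room temperature | Signal: Calcium fluorescence with Fluo-8 | Evaluation: Percent inhibition of PEA-evoked calcium signal, max/basal emission ratio | Control set: DMSO-only wells and EC80 β-PEA-stimulated wells | Repeats: Singlicate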
* marks the source's active call; other numbers are inactive results; . = not tested or not shown.

Molecule | TAAR1 agonist | CHO parental Ca | CHO-K1 Ca antag | M1 antag | M1 ag | CHO-K1 Ca PAM | CHRM1 PAM | M1 ag parental | TAAR1 antag
CCNc1c(NS(=O)(=O)c2ccc(C3CCCCC3)cc2)c(=O)oc2ccccc12 | 4 | -6 | -1 | -21 | 2 | -12 | 18 | 0.4 | -24
O=C(NCc1ccc(Cl)c(Cl)c1)c1ccco1 | 6 | -21 | 2 | -3 | -4 | 7 | 3 | -0.5 | 7
CCOC(=O)C1=C(C)NC(C)=C(C(=O)OCC)C1C(=O)OCC(=O)N1CCc2ccccc2C1 | 2 | -16 | -16 | -9 | -4 | -4 | 7 | 0.5 | -9
CC1(C(=O)Nc2ccc3c(c2)OCO3)Cc2c(-c3ccccc3)ccnc2O1 (stereo unspecified) | 4 | . | 0 | 7 | -2 | -1 | -3 | -0.2 | -16
CSc1ncc(Cl)c(C(=O)Nc2cccc3ccccc23)n1 | 3 | -7 | -13 | -7 | -7 | 27 | 10 | 0.1 | -1
CC(/C=C1\SC(=S)N(CCC(=O)Nc2cccc(C(=O)O)c2)C1=O)=C\c1ccccc1 | -1 | 5 | -7 | -8 | -3 | 1 | 5 | 0.1 | 5
Cc1ccc(C)c(OC2=NS(=O)(=O)c3ccccc32)c1 | 0 | -5 | 7 | -9 | -5 | 7 | 11 | 0.0 | 16
C[C@]12CCC3C(CC[C@H]4CC(O)CC[C@]34C)C1CC/C2=N/NC(=O)c1ccncc1 (stereo partly specified) | 25 | -4 | 7 | 9 | -6 | -23 | -2 | 4.2 | 16
CCOC(=O)C1=C(CN2CCCCCC2)NC(=O)NC1c1cccc([N+](=O)[O-])c1 (stereo unspecified) | 2 | -24 | -13 | -16 | -7 | 11 | 6 | -0.1 | -2
CCN1CCN(S(=O)(=O)c2c(C)[nH]c(C)c2C(=O)N2CCCCC2)CC1 | 2 | -8 | -15 | 2 | -3 | 9 | 0 | 0.4 | -8
Cc1ccc(NC(=O)/C=C/c2ccc3c(c2)OCO3)nc1 | 0 | 1 | -1 | -8 | -7 | 26 | 13 | 1.0 | 5
Cc1ccc([C@H]2C[C@@H](O)[C@H](n3cc(-c4ccc(F)cc4)nn3)CN2Cc2cccs2)cc1 | 1 | . | -4 | 5 | -2 | -1 | -6 | 0.1 | 2
Cc1cccc(C)c1-n1nnnc1C1(C)CCC(=O)N1Cc1cccs1 (stereo unspecified) | -1 | . | -8 | . | . | -7 | . | 0.2 | 19
O=C(NNC(=O)c1c(F)cccc1F)c1ccccc1OC(F)(F)F | 1 | 3 | -9 | -16 | -3 | 17 | 11 | 0.6 | -4
CSCC[C@@H](CO)NC(=O)[C@H]1O[C@@H](n2ccc(=O)[nH]c2=O)[C@H](O)[C@@H]1O | 0 | . | 20 | -8 | -2 | 6 | 1 | 3.4 | 0
O=C1CN(C(=O)CNCc2ccccc2)c2ccccc2N1 | 0 | -14 | -11 | -8 | -2 | -2 | 6 | -0.2 | 3
CCOC(=O)C1=C(C)NC(SCC(N)=O)=C(C#N)C1c1ccccc1 (stereo unspecified) | -3 | -17 | -25 | 4 | -3 | 18 | 8 | 1.2 | -9
O=C(CSc1nnc(-c2cccnc2)s1)Nc1ccc(C(=O)O)cc1 | 2 | 10 | -11 | -12 | -5 | 23 | 9 | 0.5 | -16
O=C(N=C1N=C2C=CC=CN2Cc2ccccc21)c1ccc(S(=O)(=O)N2CCCC2)cc1 | -3 | -18 | -16 | -14 | -7 | 23 | 8 | 1.3 | 26
CCN(CC)c1ccc(C(=O)OCC(=O)Nc2cccc(S(=O)(=O)NC3=NCCCCC3)c2)cc1 | 7 | -12 | -1 | 7 | -4 | 5 | -14 | 5.9 | 36
O=C(O)c1ccc(CNC(=O)C23CC4CC(CC(C4)C2)C3)cc1 | 1 | 0 | -5 | -5 | 1 | 7 | 6 | 2.3 | -8
COc1ccccc1NC(=O)Cn1nnc(C(=O)NCCc2ccccc2)c1N | 3 | -10 | -5 | 1 | -4 | 5 | -1 | 0.2 | -3
O=C(Nc1nnc(-c2ccc(Cl)cc2)o1)c1ccc(N2C(=O)CCC2=O)cc1 | -1 | -14 | -4 | -7 | -5 | 20 | 9 | 0.1 | 18
O=C(C1CC1)N1CCc2sccc2C1c1ccc(Cl)cc1 (stereo unspecified) | 0 | -28 | -12 | 13 | -7 | 14 | -4 | 1.6 | -28
O=C(NC1CCCC1)C1C2C=CC(C2)C1C(=O)N1CCOCC1 (stereo unspecified) | 9 | -8 | 0 | -5 | -3 | 16 | 5 | 0.6 | 8

Already shown: entries from further up.
Molecule | TAAR1 agonist | CHO parental Ca | CHO-K1 Ca antag | M1 antag | M1 ag | CHO-K1 Ca PAM | CHRM1 PAM | M1 ag parental | TAAR1 antag
O=C1CN(C(=O)CNCc2ccccc2)c2ccccc2N1 | 0 | -14 | -11 | -8 | -2 | -2 | 6 | -0.2 | 3
CCOC(=O)C1=C(C)NC(SCC(N)=O)=C(C#N)C1c1ccccc1 (stereo unspecified) | -3 | -17 | -25 | 4 | -3 | 18 | 8 | 1.2 | -9
O=C(CSc1nnc(-c2cccnc2)s1)Nc1ccc(C(=O)O)cc1 | 2 | 10 | -11 | -12 | -5 | 23 | 9 | 0.5 | -16
O=C(N=C1N=C2C=CC=CN2Cc2ccccc21)c1ccc(S(=O)(=O)N2CCCC2)cc1 | -3 | -18 | -16 | -14 | -7 | 23 | 8 | 1.3 | 26
CCN(CC)c1ccc(C(=O)OCC(=O)Nc2cccc(S(=O)(=O)NC3=NCCCCC3)c2)cc1 | 7 | -12 | -1 | 7 | -4 | 5 | -14 | 5.9 | 36
O=C(O)c1ccc(CNC(=O)C23CC4CC(CC(C4)C2)C3)cc1 | 1 | 0 | -5 | -5 | 1 | 7 | 6 | 2.3 | -8
COc1ccccc1NC(=O)Cn1nnc(C(=O)NCCc2ccccc2)c1N | 3 | -10 | -5 | 1 | -4 | 5 | -1 | 0.2 | -3
O=C(Nc1nnc(-c2ccc(Cl)cc2)o1)c1ccc(N2C(=O)CCC2=O)cc1 | -1 | -14 | -4 | -7 | -5 | 20 | 9 | 0.1 | 18
O=C(C1CC1)N1CCc2sccc2C1c1ccc(Cl)cc1 (stereo unspecified) | 0 | -28 | -12 | 13 | -7 | 14 | -4 | 1.6 | -28
O=C(NC1CCCC1)C1C2C=CC(C2)C1C(=O)N1CCOCC1 (stereo unspecified) | 9 | -8 | 0 | -5 | -3 | 16 | 5 | 0.6 | 8

Screening data (PubChem)
